# Source: PubChem (several laboratories)
# Ecoli viability: reduces bacterial viability in AddAB counter-screen; E. coli V3065 growth, OD600 absorbance, 18 h; inhibition, % at 11.9 µM; hit rate 0.27% among 330,000;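 active = inhibition above the campaign's mean inhibition across all tested compounds plus 3 SD, cut at about 9.9% in these data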;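 also: uninfected addAB+ strain grown without phage in ampicillin broth; 0% = DMSO wells and 100% = ciprofloxacin 0.95 µg/ml wells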
# Mot1-301 SUMO: blocks SUMOylation pathway, rescuing yeast Mot1-301 growth. S. cerevisiae Mot1-301 growth rescue, ATP luminescence, 38.5C; percent above DMSO median, 100 means doubled. hit rate 1% among 320,000. growth rescue, % at 18.8 µM. AID 2716;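 active = every valid replicate shows activation above 250% relative to neutral control wells; inactive = the rest, any valid replicate at or below 250%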;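 also: OY570 slx delta 5 strain wells were the positive control but not used for scaling; some compounds called inactive have numbers as strong as hits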
# AddAB inh: less growth of phage-infected E. coli with AddAB; E. coli expressing H. pylori AddAB, absorbance growth; inhibition, % at 11.9 µM; hit rate 0.29% among 330,000; AID 435030; in the data active = inhibition above about 12%;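 also: 0% = vehicle wells of infected cells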
# PKA-R1A activ: activates the PKA-R1A holoenzyme complex; P00514+P68181; PKA-R1A dissociation, Cy5-IP20 fluorescence polarization; scaled: DMSO 0%, 113 µM cGMP 100%; activation, % at 11.4 µM; hit rate 0.083% among 340,000; AID 504707;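 active = percent activation above the mean of all tested compounds plus 3 SD, cut at about 19% in these data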;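 also: higher means more PKAc released from R1A so a rise in polarization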
# HTR5A inv ag: inverse agonist of human HTR5A in OPRM1-OPRD1 counter-screen; HTR5A cell line, luminescence, inverse agonism; inhibition, % at 9.3 µM; hit rate 0.083% among 340,000; AID 504634; in the data active = inhibition mostly above about 23%, no sharp cut-off; inactive = mostly below about 18%;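 also: 0% = cells with DMSO and 100% = no-cell wells with DMSO; some compounds called inactive have numbers as strong as hits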
# Target sequence (P47898 whole entry, looked up): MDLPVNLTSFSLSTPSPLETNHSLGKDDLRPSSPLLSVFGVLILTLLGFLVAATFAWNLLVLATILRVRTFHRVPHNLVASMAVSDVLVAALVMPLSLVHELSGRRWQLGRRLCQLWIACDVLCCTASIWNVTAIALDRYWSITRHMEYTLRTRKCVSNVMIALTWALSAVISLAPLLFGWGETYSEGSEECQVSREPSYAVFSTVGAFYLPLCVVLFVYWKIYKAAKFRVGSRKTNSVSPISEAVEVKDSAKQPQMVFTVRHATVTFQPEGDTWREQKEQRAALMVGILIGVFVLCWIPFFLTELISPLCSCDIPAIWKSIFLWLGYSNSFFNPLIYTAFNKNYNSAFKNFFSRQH
# phage Ecoli inh: E. coli growth loss with phage present; growth absorbance; inhibition, % at 11.9 µM; hit rate 0.26% among 360,000; AID 651602; in the data active = inhibition above about 11%
# DAGLB inh: blocks human DAGLB lipase activity; HEK293T DAGLB membrane lysate, EnzChek fluorogenic substrate; inhibition, % at 5.17 µM; hit rate 0.059% among 340,000; in the data active = inhibition above about 34%;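 also: 0% = enzyme with vehicle and 100% = wells lacking enzyme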
# HTR5A ag ctr: activates human HTR5A in OPRM1-OPRD1 agonist counter-screen | P47898 | HTR5A agonist assay, luminescence, cell-based | activation, % at 9.3 µM | hit rate 0.61% among 340,000; in the data active = activation mostly above about 9.5%, no sharp cut-off; inactive = mostly below about 7.6%;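 also: 0% = cells with vehicle only and 100% = reference agonist; strong numbers were not always called active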
# CDK5 inh: inhibitors of human CDK5/p35 kinase | Recombinant CDK5/p35, ADP-Glo luminescence, 60 min | hit rate 0.01% among 330,000 | inhibition, % at 10 µM | Q00535+Q15078;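 active = highest replicate inhibition of at least 50% and at least 75% of replicates reaching 50%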;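 also: plate controls were DMSO neutral control for no effect and GW8510 at 10 µM for full effect; many of its hits are not listed in these tables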
# Target sequence (Q00535 whole entry, looked up): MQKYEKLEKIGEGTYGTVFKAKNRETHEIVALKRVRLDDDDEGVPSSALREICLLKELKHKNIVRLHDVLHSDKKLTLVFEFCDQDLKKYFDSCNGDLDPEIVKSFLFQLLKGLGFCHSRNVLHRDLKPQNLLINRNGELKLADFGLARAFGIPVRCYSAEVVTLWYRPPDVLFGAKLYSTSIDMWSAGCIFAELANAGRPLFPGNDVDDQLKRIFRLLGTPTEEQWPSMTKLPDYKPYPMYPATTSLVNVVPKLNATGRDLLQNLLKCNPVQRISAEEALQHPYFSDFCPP
# Target sequence (Q15078 whole entry, looked up): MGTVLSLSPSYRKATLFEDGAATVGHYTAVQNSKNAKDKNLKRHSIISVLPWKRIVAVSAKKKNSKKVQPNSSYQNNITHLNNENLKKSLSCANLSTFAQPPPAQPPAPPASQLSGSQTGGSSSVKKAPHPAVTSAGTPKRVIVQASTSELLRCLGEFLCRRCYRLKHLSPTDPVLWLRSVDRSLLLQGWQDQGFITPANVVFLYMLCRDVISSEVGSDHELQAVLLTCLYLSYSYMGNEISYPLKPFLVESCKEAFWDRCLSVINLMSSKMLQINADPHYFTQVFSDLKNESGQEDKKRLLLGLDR
# Tat transport: E. coli Tat transport inhibition. E. coli MC4100 TorA-mCherry Tat export, fluorescence. inhibition, % at 10 µM. hit rate 0.036% among 340,000. AID 488895;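 active = mean replicate inhibition at least 50% and at least half of replicates individually reaching 50%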;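 also: exported cargo escapes ClpAP degradation while cytoplasmic cargo is degraded and loses fluorescence; 0% = median of neutral control wells and 100% = median of NaSCN control wells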
# PKA-R2B act: activators of human PKA-R2B complex | hit rate 0.079% among 340,000 | PKA-R2B holoenzyme dissociation, Cy5-IP20 fluorescence polarization; R2B truncated from residue 108, S112A mutant; 0% DMSO only, 100% 113 µM cGMP | activation, % at 11.4 µM;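 active = activation above a cutoff set at the mean over all compounds plus 3 SD, cut at about 18% in these data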;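 also: higher means more holoenzyme dissociation and a rise in polarization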
# Active calls of the source: *; i = inactive; . = not tested or not shown.
# Below each SMILES: Ecoli viability	Mot1-301 SUMO	AddAB inh	PKA-R1A activ	HTR5A inv ag	phage Ecoli inh	DAGLB inh	HTR5A ag ctr	CDK5 inh	Tat transport	PKA-R2B act
- CCS(=O)CCSC(=N)N (stereo unspecified)
    -2.2	-2	0.2	-8	-4	2.7	-6	2	-0.5	-4	-7
- Cc1cccc(OCC(=O)OCC(=O)c2c(N)n(C)c(=O)n(C)c2=O)c1
    -2.5	.	5.0	-8	0	1.3	1	0	2.2	-3	-5
- CCCCN(C(=O)CSCC(=O)Nc1ccc(C)cc1)c1c(N)n(CC(C)C)c(=O)[nH]c1=O
    1.6	11	1.6	0	5	3.6	-1	0	-0.4	4	-2
- O=C(Nc1cccc(C(F)(F)F)c1)C1CCCO1 (stereo unspecified)
    -0.9	.	1.6	7	9	2.5	0	-4	0.7	6	4
- NC(=O)C1CCN(C(=O)c2cc3c(s2)CCCC3)CC1
    -1.0	17	1.2	-11	-2	0.8	0	-9	-0.1	-6	5
- COCC(=O)N(C)C[C@H]1N[C@@](Cc2ccccc2)(C(=O)OC)[C@H]2C(=O)N(Cc3ccccc3)C(=O)[C@@H]12
    -0.4	3	2.4	2	-2	2.6	0	1	0.7	-2	0
- CN1CCN(S(=O)(=O)c2cccc(C(=O)N(C)Cc3cccs3)c2)CC1
    1.1	-1	0.3	8	-8	-0.2	-1	-3	-0.5	-2	0
- CCc1ccccc1NC(=O)CN(C)Cc1nc(N)nc(Nc2ccccc2C)n1
    0.5	52	1.1	-6	-16	-1.9	0	6	-0.4	-2	4
- CC[N+](CC)(CC)CCOc1cccc(OCC[N+](CC)(CC)CC)c1OCC[N+](CC)(CC)CC
    0.6	-17	-4.3	4	3	.	2	-1	0.2	5	4
- COc1ccc(OC)c(Nc2nc(-c3sc(C)nc3C)cs2)c1
    0.4	1	1.4	-6	-21	2.6	-1	8	-0.2	12	6
- Nc1ccn(Cc2cccc(Cl)c2)n1
    -3.0	25	-2.0	-6	-5	1.2	-1	2	1.4	-6	10
- CC(C)OC(=O)c1nn2c(C(F)(F)F)cc(-c3ccc(Br)o3)nc2c1Br
    -0.4	0	-0.1	3	3	1.8	-5	0	2.9	1	-6
- CCc1ccc2nc(NC(=O)C3CSC4(C)CCC(=O)N34)sc2c1 (stereo unspecified)
    -0.6	28	4.1	1	-9	1.1	3	2	0.6	2	-7
- COc1ccc(-n2c(N)c(C(=O)NCc3ccco3)c3nc4ccccc4nc32)cc1OC
    -0.1	4	2.1	-18	-29	2.6	2	10	-3.2	-6	-1
- Cc1cc(C)c(NC(=O)CSc2nnc(CN3CCOCC3)n2C)c(C)c1
    -3.0	-14	2.6	-12	-5	0.6	-1	2	0.6	-7	-19
- O=C(CCc1nnc(CCCCc2ccccc2)o1)NCCCc1cccnc1
    -0.2	.	1.5	5	8	5.4	-2	-3	-0.1	-3	4
- CCOC(=O)CNC(=O)C1(/C=C/c2ccccc2)CC(=O)N1c1ccc(C)cc1 (stereo unspecified)
    -3.2	10	-2.9	5	-1	3.0	-5	0	1.0	-3	-3
- CCCn1c(CN2CCN(C(=O)OCC)CC2)nc2cc([N+](=O)[O-])ccc21
    -0.2	-6	-0.4	-9	-1	0.4	-1	0	-1.4	-4	0
- CCc1ccc(Nc2n[n+](-c3ccccc3)c(-c3ccc(OC)c(Br)c3)s2)cc1
    2.4	-21	5.3	-9	-49	4.5	3	18	3.1	5	-8
- CCOC(=O)c1cnc(-n2nc(C)cc2C)nc1NCc1ccccc1
    0.1	-6	0.2	-14	-8	0.2	-4	3	-0.8	5	-6
- CCOc1cc(N2CCOCC2)c(OCC)cc1NC(=O)c1ccc(F)c(S(=O)(=O)N2CCOCC2)c1
    .	.	.	6	5	1.3	0	1	-7.6	8	1
- O=C(Nc1ccc(Cl)cn1)c1cc2ccccc2o1
    -1.2	251	2.4	-14	7	2.8	-7	2	-1.4	2	-6
- CC(CC(=O)Nc1ccc(S(=O)(=O)Nc2ncccn2)cc1)c1ccccc1 (stereo unspecified)
    -2.5	216	3.2	8	-8	3.0	1	3	-0.5	2	0
- COc1ccc(CNCCS(=O)(=O)NN2CCOCC2)cc1
    -1.4	.	-0.4	2	6	2.3	-3	-2	-4.1	-5	-3
- COc1cccc(-c2nc(CS(=O)CC(=O)NCc3ccccc3)c(C)o2)c1 (stereo unspecified)
    1.1	-3	1.0	-2	8	3.2	0	1	0.0	24	-3
- N#C/C(=C\c1c(Oc2ccc(Cl)cc2)nc2ccccn2c1=O)C(=O)NC1CCS(=O)(=O)C1 (stereo unspecified)
    1.5	-3	2.1	2	-4	2.2	0	2	1.2	0	1
- COc1ccc(NC(=O)NNC(=O)COc2ccc3cc(Br)ccc3c2)c(OC)c1
    0.4	-10	1.1	0	-15	0.8	4	1	0.2	-5	5
- CC(C)OC(=O)/C(=C\C=C\c1ccccc1)NC(=O)c1ccccc1
    -0.3	55	-1.4	-7	22	0.6	-1	-4	0.6	-4	-2
- O=C(O)C1CCCN1S(=O)(=O)c1cc(Cl)ccc1Cl (stereo unspecified)
    -1.4	6	-2.8	1	-4	1.1	-1	12	-0.7	-4	2
- COc1cc(/C=N/NC(=O)c2ccc(CSc3nncn3C)cc2)cc(OC)c1O
    1.5	-12	1.5	-9	-8	4.5	-1	3	1.5	2	1
- CN(C(=O)CCc1nc2ccccc2s1)c1ccccc1
    1.2	18	0.1	6	4	1.2	-1	-2	0.8	5	-12
- COc1ccc(N/C=C2\C(=O)CCc3c2oc2cc(Cl)c(O)c(Cl)c32)cc1
    2.4	1	1.2	2	-28	3.2	36*	7	-1.2	-3	-2
- Cc1ccc(-c2c(C(=O)O)c3ccccc3[nH]c2=O)cc1
    -0.5	-7	-0.6	15	-5	2.5	2	1	2.0	5	-2
- c1ccc(NC2=Nc3ccccc3CC2)cc1
    1.4	-2	1.9	7	-8	3.4	2	3	2.5	-9	5
- COc1cc(/C=C/CN2CCN(Cc3ccc(C)o3)C(CCO)C2)ccc1O (stereo unspecified)
    0.7	-13	-1.7	4	-28	0.2	1	4	-1.6	-3	-1
- Cc1ccc(NC(=O)CCNS(=O)(=O)c2ccccc2)c(C(=O)c2ccccc2)c1
    2.0	53	1.1	-1	-5	-0.8	-4	1	-0.4	0	2
- CCCCN(C(=O)CSc1nnc(-c2ccco2)o1)c1c(N)n(Cc2ccccc2)c(=O)[nH]c1=O
    -1.1	-10	-0.8	3	5	1.5	3	-2	0.1	3	-3
- CN(C(=O)c1cccc(N2C(=O)C3CC=CCC3C2=O)c1)C1CCCCC1 (stereo unspecified)
    0.8	8	0.7	8	1	0.5	0	-1	-1.2	4	-19
- CCOC(=O)c1c(S(=O)(=O)NCC(=O)Nc2ccc(C)cc2)c(C)n(C)c1C
    1.1	14	0.3	-5	5	0.9	-1	-5	-3.2	-2	-5
- Cc1c(C(=O)O)nn(-c2cccc(C(F)(F)F)c2)c(=O)c1C#N
    1.1	3	-1.3	0	-9	0.9	-4	3	0.8	6	2
- CC1CC(C)CN(C(=O)c2ccc(S(=O)(=O)N3CCCCC3)cc2)C1 (stereo unspecified)
    3.1	-18	3.7	-4	-3	4.0	2	4	-2.8	32	-1
- O=C(CSCc1c(F)cccc1Cl)NCCc1ccccc1
    -0.3	15	3.3	-9	8	0.7	-13	-2	0.7	8	9
- CN1CCc2nc(NC(=O)c3cccc(OC(F)F)c3)sc2C1
    -1.3	2	-0.4	-19	3	0.8	1	-1	2.4	-7	4
- CCN(Cc1ccc(OC)c(F)c1)C(=O)CCl
    1.0	22	0.8	6	12	-0.4	0	-4	0.2	-4	-3
- O=C(OCc1nnc(-c2ccc(Cl)cc2)o1)C12CC3CC(CC(O)(C3)C1)C2
    -0.3	114	-1.2	-14	-2	3.4	-1	1	-0.3	1	7
- COc1ccc(OCc2cc(C(=O)N3C[C@H]4CC[C@H]3C4)no2)c(Cl)c1
    1.5	-7	2.1	3	-14	3.4	-3	4	-4.0	-3	2
- Cc1ccc(C(C)NC(=O)c2cccs2)cc1C (stereo unspecified)
    3.5	-5	0.5	-9	25	3.2	-1	0	-4.2	-6	-2
- Cc1ccc(S(=O)(=O)Nc2cccc(-c3ccc(N4CCCCCC4)nn3)c2)cc1C
    1.1	134	3.2	3	16	2.7	3	0	-2.0	3	0
- COc1ccc(/C=C/C(=O)C2CC2)cc1COc1c(C)cccc1C
    0.0	13	-0.8	-3	-11	2.7	-5	0	-0.3	5	0
- Cn1nccc1C(=O)N1CCN(c2ccc(F)cc2)CC1
    -0.7	-4	0.7	-9	-6	1.1	-2	-4	0.5	-3	-5
- Cc1ccc(S(=O)(=O)N2CC(O)C[C@H]2C(=O)OCC(=O)c2ccccc2)cc1 (stereo partly specified)
    0.3	-2	2.2	4	20	2.6	-3	-6	0.3	-11	-9
- Cc1cccc(NS(=O)(=O)c2cccc(C(=O)NCC3(N4CCCCC4)CCCCC3)c2)c1
    -1.1	i	0.0	-11	13	5.1	3	-5	12	-9	-13
- CC(=NC(C)C)C1=C(O)CCC1=O
    -1.1	-10	-0.3	-3	-32	4.0	-7	11	4.6	-3	-11
- O=C(O)CCSC(=S)N1CCOCC1
    -0.1	-13	0.5	2	2	0.1	-1	-1	-1.1	5	-1
- N#CC1=C(N)Oc2cc3ccccc3cc2C1c1cccs1 (stereo unspecified)
    -0.1	1	-1.2	-10	4	-0.9	-4	3	-3.6	5	-7
- O=C(NCCc1c[nH]c2ccccc12)C1CCC(Cn2c(=S)[nH]c3ccccc3c2=O)CC1 (stereo unspecified)
    -1.4	-2	1.5	-2	-7	-1.6	8	-3	0.5	-1	-1
- COc1ccc(/C=C/C(=O)Nc2ccccc2C(=O)O)cc1
    -0.2	-13	0.0	8	11	1.4	3	-4	0.0	2	-1
- COC(=O)c1c(NC(=O)c2ccccc2C(=O)O)sc2c1CCC2
    0.7	2	1.5	2	-10	0.7	2	20*	1.9	1	-7
- Cc1cccc(NC(=O)/C(C#N)=C/c2ccc[nH]2)c1C
    .	-6	.	2	1	2.8	-3	0	2.5	-6	-11
- CCOc1ccccc1N(CC(=O)NC1CCCCC1)C(=O)CCC(=O)Nc1cc(C)ccn1
    -1.3	-12	1.0	-7	4	0.7	1	0	-1.1	0	-3

# Additional results follow:
# Below each SMILES: Ecoli viability	Mot1-301 SUMO	AddAB inh	PKA-R1A activ	HTR5A inv ag	phage Ecoli inh	DAGLB inh	HTR5A ag ctr	CDK5 inh	Tat transport	PKA-R2B act
- O=C(NCc1ccco1)c1cccn2c(=O)c3c4c(sc3nc12)CCCC4
    -1.7	.	1.0	-9	1	2.3	0	1	2.5	-2	-9
- CC(=O)NCCC(=O)Nc1cc(S(=O)(=O)N2CCOCC2)ccc1N1CCCC1
    1.7	-15	-0.3	0	-18	3.2	2	6	-0.7	8	-3
- CC(CNC(=O)COC(=O)c1cccnc1Cl)c1ccccc1 (stereo unspecified)
    .	.	.	-7	-18	3.6	-3	6	-0.6	-5	-9
- O=C(CN1CCCC1)N1CCCc2ccccc21
    -1.5	-5	3.1	0	-4	3.8	0	2	2.9	4	-4
